D2 PAM: positively modulates the human D2 dopamine receptor allosterically | HEK293 T-REx D2, calcium flux, EC20 dopamine potentiation | potentiation, % at 10 µM | 0.34% of 340,000 active | P14416 | AID 485347;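 active = potentiation over 3 SD above the plate norm, cut at about 30% in these data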; also: 0% is about no effect
Target sequence (P14416 whole entry, looked up): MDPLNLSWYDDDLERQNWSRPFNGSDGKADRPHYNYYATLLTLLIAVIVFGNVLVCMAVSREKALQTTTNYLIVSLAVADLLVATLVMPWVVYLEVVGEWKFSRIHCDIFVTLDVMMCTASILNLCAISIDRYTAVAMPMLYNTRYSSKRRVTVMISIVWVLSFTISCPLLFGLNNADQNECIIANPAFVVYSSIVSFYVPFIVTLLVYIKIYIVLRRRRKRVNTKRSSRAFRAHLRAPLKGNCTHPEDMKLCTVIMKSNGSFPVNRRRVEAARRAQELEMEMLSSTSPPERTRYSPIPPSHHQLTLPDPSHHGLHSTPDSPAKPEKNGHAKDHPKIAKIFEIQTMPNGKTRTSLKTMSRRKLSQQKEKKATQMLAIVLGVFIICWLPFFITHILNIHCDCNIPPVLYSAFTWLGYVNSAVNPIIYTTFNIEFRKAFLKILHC
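Tetracycline-induced Hek293 Trex D2 cells, force-coupled to calcium, loaded with no-wash calcium dye. Compound added with 180 s kinetic read for agonism, then EC20 dopamine and a further 180 s read for potentiation.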
RXFP1 ag: agonists of human relaxin receptor RXFP1; AID 2676; 0.3% of 370,000 active; HEK293T-RXFP1 cAMP TR-FRET, 30 min; response scale: percent of porcine relaxin response, buffer zero; Q9HBX9; Potency, µM (top dose mostly 57.5 µM), for inactives: at the top dose activation, hits mostly activators; also: potency is read from the fitted curve at half-maximal effect; % is scaled to controls: 0 for no effect and ±100 for the full control effect; nearly all actives have a fitted effect of over 60% in size; many of its hits are not listed in these tables
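HEK293T cells stably expressing RXFP1 were pretreated with the PDE4 inhibitor Ro 20174, exposed to compounds for 30 min at 37C, lysed, and cAMP was read by TR-FRET. Data normalized to buffer (basal) and 29 nM porcine relaxin (100%).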
TRHR enhancer: allosteric enhancers of human TRH receptor | AID 493056 | 0.66% of 360,000 active | TRHR cells, fluo-8 calcium fluorescence, EC20 TRH enhancement | enhancement, % at 2 µM; in the data active = enhancement above about 30%; also: 0% is about no effect
Target sequence (P34981 whole entry, looked up): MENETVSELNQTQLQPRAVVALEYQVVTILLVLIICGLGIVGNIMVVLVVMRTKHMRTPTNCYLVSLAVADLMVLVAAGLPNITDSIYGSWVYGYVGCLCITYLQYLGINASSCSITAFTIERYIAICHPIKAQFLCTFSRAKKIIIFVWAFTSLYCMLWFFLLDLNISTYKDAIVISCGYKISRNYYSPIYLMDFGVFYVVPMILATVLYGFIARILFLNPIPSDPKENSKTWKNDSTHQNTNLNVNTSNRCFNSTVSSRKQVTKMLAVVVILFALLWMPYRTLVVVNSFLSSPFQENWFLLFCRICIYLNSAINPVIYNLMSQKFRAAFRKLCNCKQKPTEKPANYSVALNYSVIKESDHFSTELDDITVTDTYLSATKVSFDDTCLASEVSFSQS
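Enhancer read-out: after compound pinning and an initial kinetic agonist-mode read, an EC20 of TRH (10 nM final) was injected and fluo-8 calcium signal (Ex 480/Em 530) followed at 1 s/cycle for 100 cycles in TRHR-expressing cells.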
D1 antagonist: blocks dopamine activation of the human D1 receptor; P21728; HEK293 TREx D1 cells, calcium flux, dopamine EC80; active compounds read low; activity change, negative = inhibition, % at 10 µM; 3.2% of 360,000 active; AID 504652; in the data active = activity change below about -30%; also: % is scaled to controls: 0 for no effect and ±100 for the full control effect
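Compound effects on dopamine-evoked calcium signalling were measured in tetracycline-induced HEK293 Trex D1 cells. Dopamine at EC80 followed a 180 s compound pre-read, and fluorescence was tracked kinetically for 180 s more.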
Anesthetic bind: binds horse apoferritin like a general anesthetic | apoferritin/1-aminoanthracene competitive binding, fluorescence | Potency, µM (doses to about 77.5 µM), for the others: top-dose activity change, negative = displacement, most hits filed as inhibitors | 0.074% of 350,000 active | AID 485281; also: potency is read from the fitted curve at half-maximal effect; % is scaled to controls: 0 for no effect and ±100 for the full control effect; nearly all actives have a fitted effect of over 20% in size
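Apoferritin-based anesthetic binding model; compound displacement of fluorescent 1-AMA measured as endpoint fluorescence after 10 minutes at room temperature, scaled to free-ligand and complex controls.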
RXFP1 antagonist: RXFP1 (human) relaxin receptor antagonism; Q9HBX9; HEK293-RXFP1, relaxin-stimulated cAMP HTRF, 30 min; active compounds read low; activity change, negative = inhibition, % at 57.5 µM; 0.59% of 350,000 active; AID 1259400;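 active = activity change of -60% or lower, but not beyond a set lower limit; inconclusive = change between -60% and -40%, or beyond the set limit; inactive = change above -40%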; also: % is scaled to controls: 0 for no effect and ±100 for the full control effect
D1 PAM: human D1 dopamine receptor positive modulation; P21728; HEK293 TREx D1 cells, calcium flux, dopamine EC20 potentiation; potentiation, % at 10 µM; 0.036% of 360,000 active; AID 504651; in the data active = potentiation above about 30%; also: 0% is about no effect
TRHR agonist: TRH receptor (human) agonism. P34981. TRHR cells, calcium flux fluo-8, FDSS agonist mode. activation, % at 2 µM. 0.18% of 360,000 active; in the data active = activation above about 30%; also: 0% is about no effect
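Steps: seed TRHR cells overnight; add fluo-8 no-wash Ca dye, RT 30 min–1.5 h; record 10 s baseline; pin-transfer compounds; monitor fluorescence 1 cycle/s for the agonist window. Calcium increases flag candidate agonists.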
D1 ag: human D1 receptor agonism; HEK293 T-REx D1 cells, calcium flux, agonist mode; activation, % at 2 µM; 1% of 360,000 active; AID 504660; in the data active = activation above about 30%; also: 0% is about no effect
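Tetracycline-induced HEK293 TREx D1 cells, force-coupled to calcium signalling, were dye-loaded with a no-wash calcium kit. Compound was pin-added after a 10 s baseline. Fluorescence was read kinetically at 1 cycle/s for 180 s, with calcium rises flagged as agonism.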
An asterisk follows results filed as active; u = inconclusive; x = no result given; & = joins results of further samples. Unless noted, calls follow the shape of the dose curve; as a rule, active = well fitted curve in the direction sought with a large enough effect; inconclusive = small, poorly fitted or top-dose-only effect, or another doubt; inactive = no such curve, though single readings can be large; an effect the other way counts as inactive or inconclusive. Only part of the results is shown, so the mix of outcomes need not match the whole.

Values run as follows: D2 PAM	RXFP1 ag	TRHR enhancer	D1 antagonist	Anesthetic bind	RXFP1 antagonist	D1 PAM	TRHR agonist	D1 ag
CCN(CC)S(=O)(=O)c1ccc(NS(=O)(=O)c2ccc3oc(=O)[nH]c3c2)cc1
 : 1	-2.0%	-8	2	-11%	-6	0	-0.9	2
COc1cc(CC(=O)N(c2ccccc2)c2nc(C)cs2)cc(OC)c1OC
 : -1	1.2%	-1	-1	-7%	-15	-6	0.1	2
Cc1cccc(S(=O)(=O)NCC2CCCO2)c1 (configuration not stated)
 : 2	0.3%	-9	x	8%	1	-4	0.5	-3
COc1ccc(N2CCN(c3ccc(NC(=O)c4ccc5c(c4)OCO5)cc3C#N)CC2)cc1
 : -11	u	6	-3	-10%	-11	4	-0.6	1
CC(C)Oc1cccc(C(=O)C2CCCN(C(=O)CCn3cnnn3)C2)c1 (configuration not stated)
 : -11	-1.2%	-5	-12	-3%	0	-1	-0.4	1
Cc1nccc2[nH]c(=O)c(C(=O)NC3CCCCC3C)cc12 (configuration not stated)
 : 6	7.2%	-9	3	-6%	-1	0	-0.6	-1
O=C(CSc1nnc(-c2cccnc2)n1-c1ccccc1)Nc1ccccc1
 : 12	0.0%	-1	6	-1%	7	-4	-0.6	-2
CC(=O)Nc1ccc(NC(=O)c2cnn(-c3ccccc3)c2C2CCN(C(=O)OC(C)(C)C)CC2)cc1
 : 3	2.0%	7	1	-3%	x	0	1.2	2
Cn1c(COc2ccccc2)nnc1SCc1cc(=O)[nH]c2ccccc12
 : 2	-0.5%	4	-2	2%	0	2	0.0	-1
Cc1cc(Br)ccc1SCC(=O)NNC(=O)c1ccco1
 : 1	-1.8%	9	-25	x	8	-2	-0.1	4
Cc1onc(-c2ccccc2)c1C(=O)OCC(=O)Nc1ccc(Cl)cc1
 : -4	-0.9%	-9	-20	x	-16	-15	0.0	7
Cc1cccc(C(=O)NC(=S)Nc2ccc(S(=O)(=O)N(C)c3ccccc3)cc2)c1
 : 9	-0.5%	-5	2	-15%	-9	13	0.1	5
CCOC(=O)C1=C(C)C2C3C(=O)N(c4cc(C)ccc4C)C(=O)C3C1(C)C1C(=O)N(c3cc(C)ccc3C)C(=O)C21 (configuration not stated)
 : 1	-1.1%	-18	0	-4%	1	-9	0.7	-1
COc1ccccc1OCC(=O)NNc1c2ccccc2nc2ccccc12
 : 8	2.5%	-3	8	-12%	-14	-1	0.0	3
O=C1CCC(=O)N1OCCCCOc1ccccc1
 : -6	-0.6%	5	0	4%	-2	0	-0.5	3
Cc1ccc(-c2n[nH]c(=S)c3ccccc23)cc1
 : -7	16%	-8	-35*	u	0	-6	-1.4	3
CCC(=O)Nc1ccc(NC(=S)NC(=O)Cc2ccccc2)cc1
 : 21	0.5%	4	20	-1%	-1	1	2.4	14
CCOc1cc(CNC(=O)c2ccc(C)c(NC(=O)c3nsc4ccccc34)c2)ccc1OC
 : -9	6.0%	-1	-3	-2%	-27	-2	-0.1	3
CCN1CCCC1CNC(=O)C1CCCN(S(=O)(=O)c2cccc3nsnc23)C1 (configuration not stated)
 : 12	0.3%	0	-10	-19%	4	-3	0.0	2
COc1cc(Cl)cc(C2NC(=O)NC(C)=C2C(C)=O)c1OCC(=O)O (configuration not stated)
 : -3	-2.3%	-7	-1	-2%	-1	11	1.6	2
COc1ccc(Cl)cc1S(=O)(=O)N1CCC(C(=O)NCC2CCCO2)CC1 (configuration not stated)
 : 8	-0.5%	4	5	-5%	2	4	-0.3	4
CCCCOC(=O)Nc1cc(C)c(Cl)cc1OC
 : 5	0.0%	16	-4	-14%	-4	-4	-0.3	1
O=C(Oc1ccc2c(=O)c(Cl)coc2c1)c1ccncc1
 : 6	0.8%	3	-6	1%	-7	0	0.5	4
COc1cc(/C=N\NC(=O)c2nonc2N)c(OC)cc1Br
 : -7	1.3%	-2	8	-4%	-4	-1	0.2	-1
S=C(N/N=C/c1ccc2ncccc2c1)Nc1ccccc1
 : 4	-5.0%	11	-7	-3%	-5	3	-0.2	2
O=C(CCN1C(=O)C2C3C=CC(C3)C2C1=O)NCC1CCCO1 (configuration not stated)
 : 2	-0.9%	-5	-1	-9%	-1	-6	0.3	3
CCOc1ccc(-n2nnnc2SCC(=O)NC2CCCC2)cc1
 : -1	3.5%	-2	0	-12%	7	-5	0.3	3
COc1ccc(C2c3[nH]c4ccccc4c3CCN2C(=O)c2ccccc2C(C)=O)c(F)c1 (configuration not stated)
 : 8	-1.7%	7	25	u	-3	7	1.4	1
CC(=O)Nc1ccc(NC(=O)CSc2nc3c([nH]c4ccccc43)c(=O)n2-c2ccccc2F)cc1
 : 10	0.5%	-6	1	5%	-6	2	0.3	2
COC(=O)c1ccc(OC)c(CSc2nnc(COc3cccc(C)c3)o2)c1
 : x	-0.4%	-4	-15	-5%	-5	-7	0.8	18
COc1ccc(Nc2nc(NCc3ccco3)nc(N)c2[N+](=O)[O-])cc1
 : 0	0.0%	2	10	-12%	5	2	-0.1	7
CN(C)C(=S)Nc1ccc2c(c1)OCCO2
 : 1	0.9%	-2	0	-5%	-4	-8	0.2	2
COC(=O)c1ccccc1NC(=O)CSc1nc(C)cc(C)n1
 : 12	-0.1%	-3	5	-14%	9	-2	-0.5	9
COc1cccc(C(=O)N/N=c2/oc3ccccc3cc2C(N)=O)c1
 : -4	0.9%	0	-4	5%	7	-3	-0.6	1
O=C(CSc1ccccn1)c1ccc(F)cc1
 : 2	-0.5%	1	0	u	-4	-4	-0.6	1
NC(=O)c1c(NC(=O)c2cccnc2)sc2c1CCCC2
 : x	5.4%	5	0	-5%	3	-3	-0.5	0
Cn1cc(C(=O)N2CCN(c3ccccn3)CC2)c(=O)c2cc(S(=O)(=O)N3CCOCC3)ccc21
 : -10	0.2%	-4	-19	-12%	2	-1	1.6	2
Cc1nn(-c2ccccc2)c(C)c1/C=N/NC(=O)CSc1nnc(SCc2ccc(Cl)cc2)s1
 : -3	0.1%	20	6	-19%	-10	-4	-0.7	3
NC(=O)C1(N2CCCCC2)CCN(C(=O)Nc2ccccc2C(F)(F)F)CC1
 : 24	0.3%	-7	-4	8%	-4	-1	0.2	0
CC(C)(C)NC(=O)NC(=O)Cn1cc(C(F)(F)F)ccc1=O
 : -1	0.2%	1	11	-16%	2	-6	0.7	1

Continued.
SMILES	D2 PAM	RXFP1 ag	TRHR enhancer	D1 antagonist	Anesthetic bind	RXFP1 antagonist	D1 PAM	TRHR agonist	D1 ag
Cc1ccc(NC(=O)Nc2cccc(C(F)(F)F)c2)nc1	2	3.7%	-3	-13	-9%	15	-1	0.3	2
O=C(O)CCc1nc(-c2ccccc2)no1	-3	-0.2%	2	-1	-10%	3	-9	0.3	1
Cc1ccc(NC(=O)c2cccs2)cc1NC(=O)c1ccc(F)cc1	5	0.7%	8	4	u	-8	-3	-1.1	3
Cc1cccc(C)c1OCc1n[nH]c(=S)n1-c1ccccc1	0	0.3%	2	3	-4%	-9	-4	-2.8	4
Cc1c(C(=O)c2ccccc2)c2ccccn2c1CCC#N	-1	0.0%	-7	-3	5%	6	1	-0.8	1
NC(=O)COC(=O)c1cc(=O)[nH]c2ccc(S(=O)(=O)Nc3ccc(F)cc3)cc12	-15	-3.8%	2	4	-3%	-8	-4	0.1	1
O=C(NCCc1ccccc1)c1cccc(N2C(=O)C3CC=CCC3C2=O)c1 (configuration not stated)	13	2.0%	2	-6	u	-5	2	3.2	3
CCOC(=O)COc1cc(=O)n(CC)c2ccccc12	-2	1.6%	0	-1	-8%	4	-3	-0.1	4
CCCCOC(=O)CCCc1ccc([N+](=O)[O-])cc1[N+](=O)[O-]	-1	0.0%	-6	-3	u	-5	5	-0.8	3
COc1ccccc1-n1cnnc1SCC(=O)N1CCOCC1	-4	-0.4%	-3	2	4%	-8	-18	0.1	3
CC(=O)c1ccc(NS(=O)(=O)c2ccc3c(c2)CCC(=O)N3)cc1	0	0.5%	-3	-16	x	0	0	0.3	4
Cc1ccc(-n2nnnc2SCC#N)cc1	-4	1.4%	-1	-4	-8%	-6	1	-1.1	-3
O=C(CNc1cc(S(=O)(=O)N2CCOCC2)ccc1N1CCCC1)NCc1ccco1	0	-1.9%	3	30	-4%	6	-3	-2.1	0
CN(C)/C=N/c1sc2c(c1C#N)CCCC2	1	3.4%	0	13	-14%	-10	0	0.0	4
Cc1ccc(S(=O)(=O)N(CC(=O)N(C)C)c2cccc([N+](=O)[O-])c2)cc1	4	1.0%	0	0	-7%	12	-2	-0.4	0
CCN(CC)CCNC(=O)CN1C(=O)CSc2ccc(S(=O)(=O)N3CCOCC3)cc21	14	2.4%	-4	28	4%	-5&-3	1	0.2	-1

Profiles, looked up by structure. Order of screens: D2 PAM | RXFP1 ag | TRHR enhancer | D1 antagonist | Anesthetic bind | RXFP1 antagonist | D1 PAM | TRHR agonist | D1 ag
Cc1cccc(C)c1OCc1n[nH]c(=S)n1-c1ccccc1 in the list: 0 | 0.3% | 2 | 3 | -4% | -9 | -4 | -2.8 | 4
O=C(NCCc1ccccc1)c1cccc(N2C(=O)C3CC=CCC3C2=O)c1 (configuration not stated) in the list: 13 | 2.0% | 2 | -6 | u | -5 | 2 | 3.2 | 3
COc1ccccc1-n1cnnc1SCC(=O)N1CCOCC1 in the list: -4 | -0.4% | -3 | 2 | 4% | -8 | -18 | 0.1 | 3

Source: PubChem BioAssay
